From PubChem
Polio RdRp inh: inhibitors of poliovirus RNA polymerase binding and polymerization; P03300; poliovirus polymerase elongation, fluorescence polarization; active compounds read low; % elongation, % (compound at 16.7 µg/mL); 0.66% of 150,000 active; AID 588519; in the data active = % elongation below about 90%; also: some results filed as inactive read as strong as hits
Target sequence (P03300 1749-2209 limits assumed): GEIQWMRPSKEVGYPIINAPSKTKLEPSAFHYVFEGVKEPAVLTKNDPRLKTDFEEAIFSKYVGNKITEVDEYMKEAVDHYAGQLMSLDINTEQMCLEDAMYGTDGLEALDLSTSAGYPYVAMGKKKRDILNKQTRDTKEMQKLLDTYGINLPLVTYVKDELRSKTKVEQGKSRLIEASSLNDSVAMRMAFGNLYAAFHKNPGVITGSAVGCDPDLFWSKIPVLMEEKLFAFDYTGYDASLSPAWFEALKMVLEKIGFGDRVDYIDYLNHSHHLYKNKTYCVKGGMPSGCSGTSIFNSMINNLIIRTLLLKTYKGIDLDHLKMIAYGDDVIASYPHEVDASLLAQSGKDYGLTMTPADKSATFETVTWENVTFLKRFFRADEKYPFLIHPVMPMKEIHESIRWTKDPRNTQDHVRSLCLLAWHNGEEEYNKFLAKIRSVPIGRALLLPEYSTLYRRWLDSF
Polio RdRp inh FP z-score: also measured in Polio RdRp inh; calls as there; z-score; measured here: FP z-score; hits read low
An asterisk follows results filed as active. An excerpt. The share of hits here may be higher or lower than overall.

SMILES	Polio RdRp inh	Polio RdRp inh FP z-score
CN(C)C(=O)Oc1ccc2nnc3ccnn3c2c1	112.0	1.3
Cc1ccc(-c2noc(COC(=O)c3ccccc3C(F)(F)F)n2)cc1	104.0	0.2
CC1CN(c2ccccc2OC(=O)Nc2ccc(OC(F)(F)F)cc2)CC(C)O1 (centres undefined)	103.0	0.2
Cc1ccc2nc(NC(=O)CSc3cn(C)c4ccccc34)sc2c1	99.0	-0.9
CCOC(=O)CCc1c(C)c2cc3c(c(C)c2oc1=O)OCN(CCc1ccccc1OC)C3	102.0	-1.1
CCN(CC)C(=O)c1ccc(N(Cc2ccccc2Cl)S(C)(=O)=O)cc1	103.0	0.3
CN(Cc1ccco1)C(=O)CN1C(=O)/C(=C\c2ccc(C(F)(F)F)cc2)Sc2ccccc21	99.0	-1.2
COc1ccc(OC)c(C2/C(=C(/O)c3ccc(C)cc3)C(=O)C(=O)N2c2cccnc2)c1 (centres undefined)	103.0	0.3
O=S1(=O)CCC(Nc2nc(CN3CCCCC3)nc3sc4c(c23)CCC4)C1 (centres undefined)	97.0	-0.8
Cc1cccc(CS(=O)(=O)Cc2ccc(C(=O)NCCCN3CCCC3)o2)c1	100.0	-1.2
CCc1ccc(C(=O)COC(=O)c2n[nH]c3ccccc23)cc1	101.0	-0.1
CCOC(=O)c1cc(-c2ccc(Cl)cc2)nc2c1c(=O)[nH]c(=O)n2CC(C)C	103.0	-0.1
CCOc1ccc(C(=O)C(CC(CN2CCOCC2)C(=O)c2ccc(OCC)cc2)CN2CCOCC2)cc1 (centres undefined)	102.0	0
CCN1CCN(Cc2ccc(NC(=O)C3CCCN(S(=O)(=O)N4CCC5(CC4)OCCO5)C3)cc2)CC1 (centres undefined)	101.0	-0.3
O=C(c1ccc([N+](=O)[O-])cc1)N1CCN(c2ccc(Nc3ccccc3)nn2)CC1	106.0	-0.2
O=C1OC(c2ccc(F)cc2)=C/C1=C/c1ccc(O)cc1	102.0	-0.1
COCCCNC(=O)C1CCCN(C(=O)c2cnn(-c3ccc(F)cc3)c2-n2cccc2)C1 (centres undefined)	108.0	0
CCN1C(=O)/C(=C\C=C\c2ccccc2Cl)SC1=S	102.0	0
Cc1cc(Cl)ccc1OCc1nc(=S)[nH][nH]1	102.0	0
Cc1c(Cl)cccc1Nc1sc(C(=O)c2ccccc2)c(N)c1S(=O)(=O)c1ccccc1	109.0	0.4
O=C(NCCc1ccc(Cl)cc1)C(=O)NCC(c1ccco1)S(=O)(=O)c1ccc(Cl)cc1 (centres undefined)	114.0	1.4
Cc1ccc(C(=O)NC(C(=O)O)c2ccccc2)cc1 (centres undefined)	105.0	1.2
COc1ccc(-c2cn3c(n2)sc2cc(C(=O)Nc4ccc(C)cc4C)ccc23)cc1	112.0	1.3
O=C(O)C1CCCc2c1[nH]c1ccc(Cl)cc21 (centres undefined)	104.0	0.1
CC(C)c1ccc(NC(=O)CN2C=NS(=O)(=O)c3ccccc32)cc1	109.0	0.4

Reprinted from the part before: 2 compounds, then new ones.
SMILES	Polio RdRp inh	Polio RdRp inh FP z-score
O=C(O)C1CCCc2c1[nH]c1ccc(Cl)cc21 (centres undefined)	104.0	0.1
CC(C)c1ccc(NC(=O)CN2C=NS(=O)(=O)c3ccccc32)cc1	109.0	0.4
O=C(c1ccc(F)cc1)n1nc(-c2ccccc2)nc1NCc1ccco1	104.0	-0.2
COc1ccc(CCNC(=O)CSc2nc(C)nc3c2c(=O)n(C)c(=O)n3C)cc1OC	103.0	1.4
O=C(NCc1ccccc1Br)c1ccc2nc(N3CCCCC3)sc2c1	113.0	0.7
CC(=O)Nc1cccnc1NC(C)=O	100.0	-0.1
O=C(c1ccc2c(c1)N(Cc1ccccc1F)C(=O)c1ccccc1S2=O)N1CCC(Cc2ccccc2)CC1 (centres undefined)	103.0	-0.3
Cc1cc(=O)[nH]c(SCc2nc3ccccc3s2)n1	99.0	-0.1
O=C(NCc1ccc(-c2cccs2)cc1)C1=Cc2ccccc2OC1	100.0	-0.4
Cc1ccc(-c2nc(NC(=O)CSc3ncnc4sc5c(c34)CCC(C)C5)ns2)cc1 (centres undefined)	104.0	-0.1
Cc1ccc2c(c1)-c1cc(C)nn1C(c1cc(Br)ccc1O)N2 (centres undefined)	100.0	-0.4
N#Cc1ccccc1OCC(=O)NC1(C#N)CCCC1	99.0	-0.5
CCC(=O)N1CCc2cc(Br)cc(S(=O)(=O)CCC(=O)N3CCN(c4cccc(C(F)(F)F)c4)CC3)c21	102.0	-1
Cc1ccc(S(=O)(=O)C(CNC(=O)C(=O)NCCc2ccccc2)c2ccco2)cc1 (centres undefined)	102.0	-1
COc1ccc(CCNC(=O)c2ccc3c(c2)CCN3S(C)(=O)=O)cc1OC	108.0	0.6
CCOc1ccc(CCNC(=O)C2Cc3ccccc3N2C(=O)CC)cc1 (centres undefined)	106.0	-0.1
CN(C(=O)c1ccco1)c1ccccc1C(=O)NCc1ccccc1	101.0	-0.2
O=S(=O)(NCCc1ccccc1)c1cccc(S(=O)(=O)N2CCOCC2)c1	100.0	-0.5
CC(=O)N1CCN(c2ncc(Cl)cc2Cl)CC1	106.0	0.5
O=c1c(N2CCN(c3ccc(F)cc3)CC2)csc2ccc(F)cc12	108.0	0.5
Cc1ccc(S(=O)(=O)C(C#N)=C2N(C)c3ccccc3N2C)cc1	99.0	-0.6
Cc1ccc2nc(C)c3c(c2c1)OCN(CC1CCCO1)C3 (centres undefined)	98.0	-0.1
O=C(Nc1ccc(N2CCOCC2)cc1N1CCOCC1)c1ncoc1-c1ccccc1F	103.0	0.5
Cc1ccc(NC(=O)c2ccc3c(c2)NC(=O)c2ccccc2S3)cc1	108.0	0.7
CC/C(O)=C1/C(=O)CC(C)(C)CC1=Nc1cccc2ccccc12	99.0	-1.2
CCCN1C(=S)NC2c3ccccc3OC1(C)C2C (centres undefined)	102.0	0.5
O=C(c1cccnc1)N1N=C(C(F)(F)F)CC1(O)c1cccnc1 (centres undefined)	99.0	-1.2
Later entries.
SMILES	Polio RdRp inh	Polio RdRp inh FP z-score
Cc1ccc(Cn2c(C)c(CNCC(C)c3ccccc3)c(C(=O)O)c2C)cc1 (centres undefined)	107.0	-0.2
CCOC(=O)c1oc2ccc(Br)cc2c1COC(=O)c1cccnc1Cl	103.0	0
O=C(NCc1ccccc1)Nc1ccccc1	105.0	0.2
Cc1cc(C)n(-c2ccc(C(=O)NC(C)c3ccc(S(N)(=O)=O)cc3)cc2)n1 (centres undefined)	106.0	0.5
O=C(Cn1ccc(=O)[nH]c1=O)NC1CCCCCC1	102.0	-0.3
Nc1c(C(=O)NCc2ccc(Cl)cc2Cl)nnn1Cc1ccc(Br)cc1	105.0	0.1
c1ccc(C(c2ccccc2)N2CCC2)cc1	102.0	-0.2
Cc1ccc(NC(C)C(=O)N/N=C/c2cccnc2)cc1 (centres undefined)	100.0	-0.2
COc1ccc(C(=O)Nc2cc(S(=O)(=O)c3ccc(Cl)cc3)c(O)c(C)c2C)cc1	108.0	0.9
O=C(C1=C(O)/C(=C/c2cccc(O)c2)CCC1)C(F)(F)F	102.0	0.3
Fc1ccc(Cc2nn[nH]n2)c(Cl)c1	100.0	-0.7
CCOc1ccc(CNC(=O)c2ccc3c(c2)nc2n3CCC(C)C2)cc1OC (centres undefined)	103.0	-1.1
OCCSc1ncnc2sccc12	99.0	-0.3
CCNc1nc2[nH]c(=O)c3c(c2s1)OC(N)=C(C#N)C3c1ccc(C)cc1 (centres undefined)	99.0	-1.3
Cc1ccc(CN(C2CCCC2)S(=O)(=O)c2ccc(S(=O)(=O)N3CCCC(C)C3)cc2)o1 (centres undefined)	105.0	0.9
COC(=O)C(C)N1C(=O)S/C(=C/c2cc(C)n(-c3ccc4c(c3)OCO4)c2C)C1=O (centres undefined)	103.0	0.6
CCOc1ccc(-c2n[nH]c3c2C(c2ccccc2OC)N(c2ccc(Br)cc2)C3=O)cc1 (centres undefined)	107.0	0
Cc1ccc(O)c(NC(=O)c2cc(-c3ccccc3O)no2)c1	114.0	1.7
CCc1nnc2c(N(C)C3CCCCC3)nc3ccccc3n12	102.0	-0.1
c1ccc2c(c1)ncn2CCn1cnc2ccccc21	103.0	0.5
Cc1n[nH]c(C)c1C(C)C(=O)N1CCN(c2ccccn2)CC1 (centres undefined)	100.0	-0.5
CCn1c(=O)cc(SCC(=O)NCc2ccccn2)c2ccccc21	99.0	-0.7
Cc1nn(-c2ccc(F)cc2)c(Cl)c1/C=N/NC(=O)C1CC1	103.0	0.2
COc1ccc2nc(NC(=O)CCCCl)sc2c1	101.0	-0.1
Cc1csc(SCC(=O)O)n1	102.0	0.3

Quoted from the listing.
Entry for Cc1ccc(CN(C2CCCC2)S(=O)(=O)c2ccc(S(=O)(=O)N3CCCC(C)C3)cc2)o1 (centres undefined) in Polio RdRp inh: 105.0
Entry for CCOC(=O)c1oc2ccc(Br)cc2c1COC(=O)c1cccnc1Cl in Polio RdRp inh FP z-score: 0
Entry for CCOc1ccc(CNC(=O)c2ccc3c(c2)nc2n3CCC(C)C2)cc1OC (centres undefined) in Polio RdRp inh: 103.0
Entry for Cc1ccc(Cn2c(C)c(CNCC(C)c3ccccc3)c(C(=O)O)c2C)cc1 (centres undefined) in Polio RdRp inh FP z-score: -0.2
Entry for O=C(NCc1ccccc1)Nc1ccccc1 in Polio RdRp inh FP z-score: 0.2

Additional entries follow:
SMILES	Polio RdRp inh	Polio RdRp inh FP z-score
CCOc1ccc(C(=O)NC)c(OCC)c1	103.0	0.4
CCOc1ccc(-n2c(SC(C)C(=O)OC)nc3c([nH]c4ccccc43)c2=O)cc1 (centres undefined)	109.0	0.4
CCOc1ccc(NC(=O)CSc2nc3c(oc4ccccc43)c(=O)n2CCOC)cc1	100.0	-1.5
N#CCOC(=O)c1cc(-c2ccc(C=C(C#N)C#N)o2)ccc1Cl	101.0	-0.2
Cc1ccc(S(=O)(=O)NC(C)C(=O)Oc2cc3oc(=O)c(Cl)c(C)c3cc2Cl)cc1 (centres undefined)	117.0	1.2
CCOC(=O)c1cccc(NC(=O)c2cnc3sc(N4CCOCC4)nn3c2=O)c1	106.0	-0.1
COc1ccc(C(=O)OCC(N)=O)c(OC)c1	103.0	0
CC(=O)Nc1nc(CSc2nnc(-c3cccc(S(=O)(=O)N4CCCCC4)c3)o2)cs1	107.0	0.6
Cc1nc(Cc2nnc(SCC(=O)c3ccc(Cl)s3)o2)cs1	107.0	0.6
Nn1c(SCC(=O)NCc2ccc3c(c2)OCO3)nncc1=O	100.0	-0.3
Cc1ccccc1OCC(=O)NC1CCCCC1	100.0	-0.3
COc1ccc2nc(NC(=O)[C@@H]3CCCN3C(=O)c3cccs3)sc2c1	103.0	-0.4
COC(=O)N/N=C/c1cn(-c2ccccc2)nc1-c1ccc(OC)cc1	99.0	-0.3
O=C(O)Cn1cc(/C=C2\C(=O)NC(=O)N(c3ccc4c(c3)OCO4)C2=O)c2ccccc21	102.0	0
COc1ccccc1Cn1c(SCC(=O)C(C)(C)C)nc2ccccc2c1=O	112.0	1.4
Cc1nn(CCCC(=O)NCCc2ccccc2)c(=O)c2nccn12	101.0	-0.2
CCC(Oc1ccccc1)C(=O)N1CCOCC1 (centres undefined)	106.0	1.6
CN(CCC#N)C(=O)Cn1cnc2c(cnn2-c2ccc(F)cc2)c1=O	104.0	0.3
CCC(C(=O)NC1CCCCC1)n1c(SCc2cccc(F)c2)nc2ccncc21 (centres undefined)	109.0	0.6
N/C(Cn1ccccc1=O)=N\O	100.0	-0.2
Cc1cc(NCc2ccc(Cl)cc2)n2cnnc2n1	110.0	0.3
C=CCc1c(C)nc(SC)nc1Nc1ccc(C(=O)O)cc1	103.0	0.5
Cc1ccc(S(=O)(=O)c2cn(Cc3ccccc3)c3cc(N4CCCC4)c(F)cc3c2=O)cc1C	112.0	1
O=C(O)CSCC(=O)Nc1ccccc1C(F)(F)F	100.0	-0.6
COc1ccc(C(c2ccc3cccnc3c2O)N2CCOCC2)cc1 (centres undefined)	102.0	0
(next part)
SMILES	Polio RdRp inh	Polio RdRp inh FP z-score
CC(C)CCNc1ncnc2c1nc1n2CCCCC1	102.0	0
CCN1CCN(C(=O)COc2ccc(S(=O)(=O)N(C)Cc3ccccc3)cc2)CC1	104.0	1
CCCCN(CCCC)C(=O)CN(C)S(=O)(=O)c1ccc2c(c1)c(=O)n(C)c(=O)n2C	101.0	-0.2
CC(C)(C)OC(=O)N1CCCC(CN)C1 (centres undefined)	102.0	0
Cc1cccc(-n2cnc3cc(C(=O)NCCC4=CCCCC4)ccc32)c1	99.0	-1
COc1ccc(N2C(=O)CC(N(O)c3ccccc3)C2=O)cc1 (centres undefined)	100.0	0
CCC(=O)N1CCc2cc(S(=O)(=O)CCC(=O)Nc3ccc(OC(F)(F)F)cc3)ccc21	107.0	-0.5
c1ccc(Cc2nc3ccc4[nH]snc4c3n2)cc1	104.0	0.5
CC(C)c1ccc(NC(=S)NN2CCOCC2)cc1	100.0	0
CCc1cccc(NC(=O)c2cnc(SC)nc2-c2ccccc2)c1	106.0	0
Cc1ccc2occ(CC(=O)Nc3c(C)cccc3C)c2c1	114.0	-0.1
COc1cc(C(=O)O)ccc1OCc1ccccc1	100.0	-0.7
Cc1ccc(SCCn2cc(S(=O)(=O)N3CCCC3)ccc2=O)cc1	102.0	-0.1
O=C(Nc1ccccc1)N1c2ccccc2CCc2ccccc21	101.0	-0.2
CC(=O)N1CCc2cc(Br)cc(S(=O)(=O)CCC(=O)NCc3ccc(F)cc3)c21	107.0	0.6
CCOC(=O)C1=NN(c2ccccc2)CC1C(=O)OC (centres undefined)	99.0	-0.5

Reprinted at random: seven compounds from above
SMILES	Polio RdRp inh	Polio RdRp inh FP z-score
COc1cc(C(=O)O)ccc1OCc1ccccc1	100.0	-0.7
Cc1ccc2occ(CC(=O)Nc3c(C)cccc3C)c2c1	114.0	-0.1
Cc1cccc(-n2cnc3cc(C(=O)NCCC4=CCCCC4)ccc32)c1	99.0	-1
CCOC(=O)C1=NN(c2ccccc2)CC1C(=O)OC (centres undefined)	99.0	-0.5
COc1ccc(N2C(=O)CC(N(O)c3ccccc3)C2=O)cc1 (centres undefined)	100.0	0
CCC(=O)N1CCc2cc(S(=O)(=O)CCC(=O)Nc3ccc(OC(F)(F)F)cc3)ccc21	107.0	-0.5
CCc1cccc(NC(=O)c2cnc(SC)nc2-c2ccccc2)c1	106.0	0
